Rac1 GTP hydrolysis: MgcRacGAP GTPase-activating activity inhibitors, confirmation, biochemical, ADP Hunter fluorescence; MgcRacGAP-stimulated Rac1 GTP hydrolysis, ADP Hunter fluorescence; higher % means a stronger effect; GST-tagged Rac1 F28L mutant substrate; inhibition, % at 30 µM, or IC50 in µM where a hit was titrated; 0.6% of 340,000 active; AID 624330, 2012;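 active means first-screen hits whose inhibition reached a set limit at any dose in the follow-up dose series; inconclusive means inhibition above the set first-screen limit but never retested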;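 further: fluorescence reports GDP produced by GAP-driven GTP hydrolysis; strong numbers were not always called active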
SV40 large T antigen: SV40 large T antigen inhibitors, biochemical (AID 1903); one-dose inhibition, % at 20 µM; IC50 in µM for titrated hits; 0.39% of 310,000 active; SV40 large T antigen ATPase/helicase inhibition assay; higher % means a stronger effect; in the data active means a potency from the dose series; inconclusive means inhibition mostly from about 32% at the one dose, without a potency; inactive means the rest, 99 in 100 with inhibition below about 32%; further: strong numbers were not always called active
Salmonella PhoP GFP: inhibitors of PhoP regulon expression, primary screen, Salmonella Typhimurium, GFP reporter (AID 1863) | S. Typhimurium PhoP-regulated promoter GFP reporter, 4 h; higher % means a stronger effect | inhibition, % at 50 µM, or IC50 in µM where a hit was titrated | 0.16% of 300,000 active;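 active means inhibition over 29.93%, a cutoff 3 SD above the screen mean, later confirmed by dose response; inconclusive means inhibition over 29.93% but no dose response follow-up; inactive means inhibition at most 29.93% or unconfirmed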;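 further: 0% = low Mg2+ inducing control and 100% = high Mg2+ repressing control; strong numbers were not always called active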
RSV CPE inhibition: RSV antiviral activity via CPE protection, HEp-2 cells, primary 10 µM value included (AID 2391); HEp-2 cells, RSV-induced CPE inhibition; higher % means a stronger effect; CPE inhibition, % at 10 µM; hits with a dose series show IC50 in µM; 0.13% of 310,000 active; in the data active means a potency from the dose series; inconclusive means CPE inhibition mostly from about 23% at the one dose, without a potency; inactive means the rest, 99 in 100 with CPE inhibition below about 21%; further: strong numbers were not always called active
GPR35 antagonists: GPR35 antagonists blocking zaprinast-driven arrestin recruitment, primary screen, imaging, U2OS, beta-arrestin-GFP, zaprinast agonist (AID 2058); G-protein coupled receptor 35 (Homo sapiens); U2OS GPR35 beta-arrestin-GFP translocation imaging, zaprinast antagonism; higher % means a stronger effect; inhibition, % at 10 µM; hits with a dose series show IC50 in µM; 0.052% of 290,000 active;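 active means inhibition of at least 50% with at least 30 cells and total cytoplasm GFP at most 10,000,000; inconclusive means under 30 cells or total GFP of 10,000,000 plus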
GPR55 antagonists: GPR55 antagonists blocking LPI-driven arrestin recruitment, primary screen, imaging, U2OS, beta-arrestin-GFP, LPI agonist (AID 2013). U2OS GPR55 beta-arrestin-GFP translocation imaging, LPI antagonism; higher % means a stronger effect. inhibition, % at 10 µM, or IC50 in µM where a hit was titrated. 0.13% of 290,000 active. G-protein coupled receptor 55 (Homo sapiens);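 active means spots per cell inhibited over 60%, with over 100 cells counted and total cytoplasm intensity under 500,000; inconclusive means wells with under 100 cells, flagged as likely toxic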;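 further: U2OS cells stably carrying GPR55 and arrestin-GFP stimulated by 5 µM LPI near EC80; imaged beta-arrestin-GFP aggregate spots per cell after agonist stimulation; plate controls were LPI-stimulated DMSO wells for no effect and DMSO wells without LPI for full effect; some results filed as inactive read as strong as hits; confirmed hits need IC50 under 10 µM and bright autofluorescent wells are also inconclusive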
HIV peptide binding: inhibitors of HIV fusion peptide binding, primary screen, biochemical, uHTS, fluorescence dequenching (AID 1986); cell-free peptide binding, fluorescence dequenching, 30 min; higher % means a stronger effect; inhibition, % at 20 µM; hits with a dose series show IC50 in µM; 0.3% of 290,000 active; in the data active means inhibition mostly above about 52%, no sharp cut-off; inactive means mostly below about 76%; further: some results filed as inactive read as strong as hits
K1F lysis inhibition: inhibition of K1F phage lysis, E. coli UTI89, bacterial capsule biogenesis inhibitors, alamar blue (AID 488966) | E. coli UTI89 K1F phage lysis, alamar blue, 2 h; higher % means a stronger effect | inhibition, % at 100 µM; hits with a dose series show IC50 in µM | 0.02% of 340,000 active;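 active means phage lysis inhibition, versus mean bacterial control, above a set limit; inconclusive means no clear call, values can overlap the other calls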;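 further: capsule biogenesis inhibitors block K1F phage lysis so surviving cells raise fluorescence; higher fluorescence means more inhibition of phage lysis; actives were called in the ten point dose series up to 300 µM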
Dengue-2 NS5 capping: Dengue-2 NS5 methyltransferase inhibitors, primary screen, biochemical, confirmation dose response (AID 588689). Dengue-2 NS5 methyltransferase capping enzyme assay, biochemical; higher % means a stronger effect. 0.3% of 340,000 active. inhibition, % at 25 µM, or IC50 in µM where a hit was titrated; in the data active means a potency from the dose series; inconclusive means inhibition above about 29% without an active follow-up result
Dengue-2 NS5 capping pilot replicate: further read-out of Dengue-2 NS5 capping, marked with its call; inhibition, %; measured here: pilot screen replicate inhibition
Active calls of the source: *; [ ] = dose if it differs, or a comment. An unsorted share of the library. Share with any hit: about 1.5%.

COc1cccc(NC(=O)C(c2ccccc2)N2CCNC(=O)C2)c1 (centres undefined) was read as Rac1 GTP hydrolysis -3%, SV40 large T antigen 6%, Salmonella PhoP GFP 3%, RSV CPE inhibition 0.7%, GPR35 antagonists 1%, GPR55 antagonists 11%, HIV peptide binding 1.1%, K1F lysis inhibition 0.2% and Dengue-2 NS5 capping -6%.
`Cc1cc(OCC(=O)NCC2CCC(C(=O)O)CC2)c2c(C)c(C)c(=O)oc2c1` (centres undefined) gave Rac1 GTP hydrolysis 5%, RSV CPE inhibition 1.3%, GPR35 antagonists 6%, GPR55 antagonists 12%, HIV peptide binding -1.3%, K1F lysis inhibition 4.7% and Dengue-2 NS5 capping 3%.
`CC(C)(C)c1cc[n+](-c2[nH]c(=O)sc2/C=N/NC([S-])=Nc2ccccc2)cc1` gave Rac1 GTP hydrolysis 11%, SV40 large T antigen 16%, Salmonella PhoP GFP -122%, RSV CPE inhibition 3.1%, GPR35 antagonists -4%, GPR55 antagonists 8%, HIV peptide binding 148%, K1F lysis inhibition -2.3% and Dengue-2 NS5 capping inconclusive.
CCOC(=O)NC(=O)CSc1nc2ccc(C)cc2[nH]1 was read as Rac1 GTP hydrolysis 1%, SV40 large T antigen 8%, Salmonella PhoP GFP -4%, RSV CPE inhibition -0.4%, GPR35 antagonists 2%, GPR55 antagonists -1%, HIV peptide binding 0.8%, K1F lysis inhibition -1.4% and Dengue-2 NS5 capping -1%.
Screening COCCN(C(=O)c1ccc2ccccc2c1)c1c(N)n(Cc2ccccc2)c(=O)[nH]c1=O returned Rac1 GTP hydrolysis -4%, SV40 large T antigen 2%, Salmonella PhoP GFP -4%, RSV CPE inhibition -1.1%, GPR35 antagonists 8%, GPR55 antagonists 6%, HIV peptide binding 0.4%, K1F lysis inhibition -0.2% and Dengue-2 NS5 capping -5%.
For CC(C)NC(=O)c1ccccc1NC(=O)/C=C/c1ccc([N+](=O)[O-])cc1 the results were Rac1 GTP hydrolysis 2%, SV40 large T antigen 2%, Salmonella PhoP GFP -6%, RSV CPE inhibition 3.0%, GPR35 antagonists 12%, GPR55 antagonists 2%, HIV peptide binding 0.5%, K1F lysis inhibition 0.2%, Dengue-2 NS5 capping 3% and Dengue-2 NS5 capping pilot replicate 1.2.
Cc1nn(Cc2noc(C(=O)NCC3CCCO3)n2)c(C)c1Br (centres undefined) was read as Rac1 GTP hydrolysis 0%, SV40 large T antigen -3%, Salmonella PhoP GFP -7%, RSV CPE inhibition 1.0%, GPR35 antagonists 14%, GPR55 antagonists 3%, HIV peptide binding -0.5%, K1F lysis inhibition -0.1% and Dengue-2 NS5 capping -5%.
`CC/C(=N\NC(=O)c1c(-c2ccccc2)noc1C)c1ccc(C)o1` gave Rac1 GTP hydrolysis 7%, SV40 large T antigen 2%, Salmonella PhoP GFP -1%, RSV CPE inhibition 0.2%, GPR35 antagonists -1%, GPR55 antagonists 10%, HIV peptide binding -1.7%, K1F lysis inhibition 0.1% and Dengue-2 NS5 capping -8%.
Screening CCCCn1nnnc1SCC(=O)NCc1ccccc1 returned Rac1 GTP hydrolysis 3%, SV40 large T antigen 13%, Salmonella PhoP GFP 20%, RSV CPE inhibition 0.1%, GPR35 antagonists -4%, GPR55 antagonists 10%, HIV peptide binding 0.9%, K1F lysis inhibition 0.3% and Dengue-2 NS5 capping 1%.
`Cc1nn2c(N3CCN(CCO)CC3)c3c(nc2c1-c1ccccc1)CCCC3` gave Rac1 GTP hydrolysis 8%, SV40 large T antigen 9%, Salmonella PhoP GFP 0%, GPR35 antagonists 6%, GPR55 antagonists -6%, HIV peptide binding -1.0%, K1F lysis inhibition 0.3% and Dengue-2 NS5 capping 7%.
`O=C(O)CCC(=O)N1CCN(c2ccccn2)CC1` gave Rac1 GTP hydrolysis 11%, SV40 large T antigen 7%, Salmonella PhoP GFP -3%, RSV CPE inhibition -0.5%, GPR35 antagonists -4%, GPR55 antagonists 15%, HIV peptide binding 0.5%, K1F lysis inhibition 0.3% and Dengue-2 NS5 capping -3%.
For Cc1ccc2nc(Cn3cc(C(F)(F)F)cc(Cl)c3=O)cc(=O)n2c1 the results were Rac1 GTP hydrolysis -6%, SV40 large T antigen -2%, Salmonella PhoP GFP -4%, RSV CPE inhibition 21%, GPR35 antagonists -5%, GPR55 antagonists -6%, HIV peptide binding -0.5%, K1F lysis inhibition 0.1% and Dengue-2 NS5 capping -4%.
`COc1ccc(C(=O)C2CCCN(Cc3ccc(Sc4nncn4C)o3)C2)cc1F` (centres undefined) gave SV40 large T antigen 27%, Salmonella PhoP GFP 11%, RSV CPE inhibition -0.5%, GPR35 antagonists 4%, GPR55 antagonists 10% and HIV peptide binding 0.0%.
COc1ccc(S(=O)(=O)N2CCCCCC2)cc1C(=O)N(C)Cc1ccc(OC)c(OC)c1OC was read as Rac1 GTP hydrolysis 7%, SV40 large T antigen 6%, Salmonella PhoP GFP -10%, RSV CPE inhibition 2.2%, K1F lysis inhibition 0.0%[50 µM] and Dengue-2 NS5 capping -6%.
`COC(=O)N/N=C/c1cccc(OCCSc2ccc(Cl)cc2)c1` gave Rac1 GTP hydrolysis -2%, SV40 large T antigen 19%, Salmonella PhoP GFP -12%, RSV CPE inhibition 13%, GPR35 antagonists -7%, GPR55 antagonists 2%, HIV peptide binding 1.0%, K1F lysis inhibition -1.4%[50 µM] and Dengue-2 NS5 capping 1%.
`Cc1cccc(NC(=O)C(=O)NCC2CCCN2S(=O)(=O)c2cccs2)c1C` (centres undefined) gave Rac1 GTP hydrolysis 6%, SV40 large T antigen 0%, Salmonella PhoP GFP 6%, RSV CPE inhibition 6.8%, K1F lysis inhibition 0.9%[50 µM] and Dengue-2 NS5 capping 2%.
CCCN1CCN(CCCNC(=O)c2cc3c(=O)[nH]c4ccccc4c3s2)CC1 was read as Rac1 GTP hydrolysis 26%, SV40 large T antigen 9%, Salmonella PhoP GFP -1%, RSV CPE inhibition -1.9%, GPR35 antagonists 9%, GPR55 antagonists 6%, HIV peptide binding -1.2%, K1F lysis inhibition -0.5% and Dengue-2 NS5 capping -2%.
`COc1cc(NC(=O)COC(=O)CSc2ccccc2F)c(C)cc1[N+](=O)[O-]` gave Rac1 GTP hydrolysis 1%, SV40 large T antigen 9%, Salmonella PhoP GFP -12%, RSV CPE inhibition 1.6%, GPR35 antagonists -9%, GPR55 antagonists -4%, HIV peptide binding -0.1% and K1F lysis inhibition 1.6%.
For O=C(OC(C(=O)Nc1cccc(C(F)(F)F)c1)c1ccccc1)C1CCCCC1 (centres undefined) the results were Rac1 GTP hydrolysis 4%, SV40 large T antigen 16%, Salmonella PhoP GFP 2%, RSV CPE inhibition 18%, GPR35 antagonists 14%, GPR55 antagonists 34%, HIV peptide binding -0.7%, K1F lysis inhibition 3.3% and Dengue-2 NS5 capping -11%.
`O=C(c1ccc(OC2CCN(CCc3ccccc3)CC2)cc1)N1CCCC1` gave Rac1 GTP hydrolysis -10%, SV40 large T antigen 6%, Salmonella PhoP GFP 4%, RSV CPE inhibition -0.7%, GPR35 antagonists 2%, GPR55 antagonists 18%, HIV peptide binding -0.2%, K1F lysis inhibition 0.2% and Dengue-2 NS5 capping -1%.
`Nn1c(SCC(=O)N2CCOCC2)nnc1-c1cccnc1` gave Rac1 GTP hydrolysis 9%, RSV CPE inhibition 0.7%, K1F lysis inhibition 1.6%[50 µM] and Dengue-2 NS5 capping -6%.
CC1CCN(c2nc3c(c(=O)[nH]c(=O)n3C)n2Cc2ccccc2Cl)CC1 was read as Rac1 GTP hydrolysis 5%, SV40 large T antigen 7%, Salmonella PhoP GFP -4%, RSV CPE inhibition 4.7%, GPR35 antagonists -11%, GPR55 antagonists -3%, HIV peptide binding 1.9%, K1F lysis inhibition -0.8% and Dengue-2 NS5 capping -7%.
Screening Oc1c(C=Nc2cccnc2)sc2ccccc12 returned Rac1 GTP hydrolysis 11%, SV40 large T antigen 22%, Salmonella PhoP GFP -11%, RSV CPE inhibition -0.4%, GPR35 antagonists 6%, GPR55 antagonists -14%, HIV peptide binding 1.4%, K1F lysis inhibition -3.3% and Dengue-2 NS5 capping -20%.
Screening COC(=O)C1CSc2[nH]c(=O)sc2C1c1ccc(O)c(OC)c1 (centres undefined) returned Rac1 GTP hydrolysis 12%, SV40 large T antigen 13%, Salmonella PhoP GFP -1%, RSV CPE inhibition 1.5%, GPR35 antagonists 0%, GPR55 antagonists -6%, HIV peptide binding -1.9%, K1F lysis inhibition 0.4% and Dengue-2 NS5 capping -8%.
Screening CCC(C)NC(=O)NC1C(NC(=O)NC(C)CC)N(C)C(=O)N1C (centres undefined) returned Rac1 GTP hydrolysis 1%, SV40 large T antigen -8%, Salmonella PhoP GFP 1%, RSV CPE inhibition -0.7%, GPR35 antagonists 1%, GPR55 antagonists 18%, HIV peptide binding -2.5%, K1F lysis inhibition 2.4% and Dengue-2 NS5 capping 0%.
For O=C1C=C(O)C(n2cncn2)C(c2ccc(F)cc2)C1 (centres undefined) the results were Rac1 GTP hydrolysis 5%, SV40 large T antigen 14%, Salmonella PhoP GFP 1%, RSV CPE inhibition -1.5%, GPR35 antagonists -12%, GPR55 antagonists 4%, HIV peptide binding -3.5%, K1F lysis inhibition 0.0% and Dengue-2 NS5 capping -8%.
